# Assay outcomes from PubChem BioAssay.
# mABHD4 FP – inhibitors of mouse ABHD4; purified mABHD4, FP-Rh probe fluorescence polarization; 370,000 tested, 0.54% active; Q8VD66; inhibition, % at 8.92 µM;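 active means inhibition exceeding the mean over every tested compound plus 3 SD, cut at about 30% in these data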;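 further: 0% = plate median of compound wells and 100% = S159A mutant with DMSO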
#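 Material: mouse ABHD4 enzyme, wild type; Benchmarks: S159A mutant high control, sample median low control; Buffer or medium: HEPES pH 7.0, NaCl, Pluronic buffer; Signal: fluorescence polarization; Read-out: percent inhibition of probe binding, normalized to plate controls; Timing: pre-incubation 45 min, probe exposure 60 min, at 25 °C; Dosing: 8.92 µM, single dose.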
# TDP2 absorb – TDP2 (human) inhibition, absorbance primary screen | recombinant TDP2, T5PNP hydrolysis, p-nitrophenol absorbance 415 nm | O95551 | 370,000 tested, 0.34% active | inhibition, % at 12.8 µM;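 active means inhibition above the mean of all tested compounds plus 3 SD, set per campaign, cut at about 25% in these data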;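 further: 0% = DMSO with enzyme and 100% = buffer with substrate but no TDP2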
# Target sequence (O95551 whole entry, looked up): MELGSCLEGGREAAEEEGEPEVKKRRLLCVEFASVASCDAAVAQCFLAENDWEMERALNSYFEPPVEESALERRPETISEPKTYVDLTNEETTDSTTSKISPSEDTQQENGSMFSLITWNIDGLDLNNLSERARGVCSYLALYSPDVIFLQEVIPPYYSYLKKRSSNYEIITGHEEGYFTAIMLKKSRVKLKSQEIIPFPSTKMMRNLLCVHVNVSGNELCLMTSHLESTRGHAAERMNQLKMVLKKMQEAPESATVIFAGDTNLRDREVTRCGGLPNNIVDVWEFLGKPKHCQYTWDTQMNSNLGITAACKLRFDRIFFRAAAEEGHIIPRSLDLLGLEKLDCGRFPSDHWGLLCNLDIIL
#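 Test system: Human TDP2 enzyme | Reagent: 5 mM T5PNP | Compound dosing: 12.8 µM single point, 1% DMSO | Incubation: Enzyme reaction with compound for 2 h at 37 °C | Technique: p-Nitrophenol epi absorbance | Read-out: % inhibition relative to enzyme-containing and enzyme-free wells | Benchmarks: High control without enzyme, low control DMSO plus TDP2 | Replicates: Singlicate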
# Rev-erbA mod – modulates human Rev-erb alpha binding to DNA. 370,000 tested, 0.79% active. P20393. Rev-erbα–FITC-DNA binding, fluorescence polarization, 90 min. AID 1259318. activity, % at 10 µM;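 active means activity above about 14%, limit read from the data; passing the limit was not always enough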;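 further: 0% = DMSO wells with 35 nM protein and 100% = DMSO wells with 750 nM protein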
# Target sequence (P20393 whole entry, looked up): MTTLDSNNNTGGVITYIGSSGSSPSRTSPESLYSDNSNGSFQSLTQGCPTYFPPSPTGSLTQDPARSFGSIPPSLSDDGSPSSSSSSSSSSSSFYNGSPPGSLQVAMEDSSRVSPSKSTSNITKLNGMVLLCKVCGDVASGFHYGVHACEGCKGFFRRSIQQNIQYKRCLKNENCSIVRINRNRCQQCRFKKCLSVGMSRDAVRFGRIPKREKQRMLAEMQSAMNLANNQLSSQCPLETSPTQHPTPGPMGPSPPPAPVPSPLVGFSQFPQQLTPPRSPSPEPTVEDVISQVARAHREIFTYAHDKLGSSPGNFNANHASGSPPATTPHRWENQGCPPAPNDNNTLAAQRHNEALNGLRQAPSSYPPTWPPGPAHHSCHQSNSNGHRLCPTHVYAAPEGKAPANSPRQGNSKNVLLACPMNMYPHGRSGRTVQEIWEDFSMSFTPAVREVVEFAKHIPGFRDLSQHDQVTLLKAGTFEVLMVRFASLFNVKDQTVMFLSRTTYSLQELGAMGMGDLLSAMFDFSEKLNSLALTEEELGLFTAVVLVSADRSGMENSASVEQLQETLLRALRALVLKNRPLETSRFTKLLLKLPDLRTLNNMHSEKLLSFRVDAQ
# PG9 Ab binder – binds the HIV-1 gp120 antibody PG9 | 360,000 tested, 0.43% active | TR-FRET gp120-PG9 antibody binding | inhibition, % at 6.7 µM; in the data active means inhibition above about 8.5%
# PRMT1 inh – inhibitors of human PRMT1; 370,000 tested, 1.3% active; inhibition, % at 2.79 µM; AID 652257; recombinant PRMT1, activity-based probe fluorescence polarization; Q99873;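 active means inhibition above about 21% made by adding two undisclosed values, limit read from the data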
# rCAG RNA binder – molecules binding r(CAG) RNA repeats; r(CAG) RNA repeat, TO-PRO-1 dye displacement fluorescence; inhibition, % at 3 µM; 370,000 tested, 1.3% active;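 active means inhibition above the plate cutoff, the mean of all test compounds on that plate plus 3 SD, cut at about 35% in these data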;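 further: 0% = DMSO alone and 100% = 100 µM mitoxantrone as full dye displacement; higher means more dye released from RNA so lower well fluorescence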
# LEDGF integ inh – blocks HIV-1 LEDGF/p75-dependent DNA integration | inhibition, % at 3.7 µM | 370,000 tested, 0.64% active | TR-FRET IN-LEDGF/p75 DNA integration, Eu/Cy5;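 active means inhibition above the screen-wide mean plus 3 SD, cut at about 13% in these data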;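 further: signal is the Cy5 over europium emission ratio at 671 and 618 nm; 0% = plate median of compound wells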
# HTRA1 inhibitor – blocks human HTRA1 serine peptidase; Q92743; recombinant HTRA1, FP-rhodamine activity-based probe, fluorescence polarization; inhibition, % at 5.96 µM; 340,000 tested, 0.5% active; in the data active means inhibition above about 36%;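 further: 0% = enzyme with DMSO and 100% = wells lacking enzyme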
# TCR CD3 inh – blocks the human TCR-CD3 interaction. TAMRA-labeled TCR probe fluorescence, biochemical. inhibition, % at 9.4 µM. 360,000 tested, 0.37% active. AID 651800; in the data active means inhibition above about 19%;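 further: recombinant mutant TCR 2C K166C tagged with TAMRA read by polarization; 0% = receptor in buffer alone and 100% = receptor with positive control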
# SIAE primary – inhibitors of human sialic acid acetylesterase SIAE; SIAE FP-Rh probe binding, fluorescence polarization; inhibition, % at 9.66 µM; 370,000 tested, 0.69% active; AID 1053197;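 active means inhibition above a cutoff: mean of compounds within the control limits plus 3 SD of those, cut at about 17% in these data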;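 further: 0% = plate median of compound wells and 100% = probe without SIAE protein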
# * hit, by the source's call; . = not tested or not shown.
# The opening 11 compounds (preview)
entry	SMILES	mABHD4 FP	TDP2 absorb	Rev-erbA mod	PG9 Ab binder	PRMT1 inh	rCAG RNA binder	LEDGF integ inh	HTRA1 inhibitor	TCR CD3 inh	SIAE primary
1	C=CCNC(=O)c1ccccc1NC(=O)COc1ccccc1	-1	4	2	-0.5	-4	-6	-3	-4	5	0
2	Oc1ccc(/C=N/NC(=S)Nc2cccnc2)cc1	18	-4	4	-1.7	4	1	-2	12	-8	4
3	CCCSc1cc(N2CCN(C)CC2)nc(-c2ccc(OC)cc2)n1	4	5	2	-0.8	4	0	-2	-20	0	4
4	CC(OC(=O)c1ccc(NC(=O)CC#N)cc1)C(=O)NCCC1=CCCCC1 (stereo not given)	-25	-1	-6	-2.4	-2	9	0	-21	13	-25
5	C(#CCN1CCC(Cc2ccccc2)CC1)COCCOCc1ccccc1	8	-7	4	0.5	-2	-5	0	-12	2	-4
6	Cc1ccsc1/C=C(\CC(=O)O)c1nc2ccccc2o1	11	-11	-6	0.2	0	6	-8	-1	1	4
7	O=C(CN(Cc1ccccc1Cl)C(=O)CN1C(=O)CSc2ccccc21)NC1CC1	-6	-16	-4	-1.8	-3	-2	0	4	5	-5
8	CC(=O)Nc1ccc(S(=O)(=O)N2CCN=C2SCc2ccc([N+](=O)[O-])cc2)cc1	-2	-6	1	0.5	-1	5	0	-4	8	-10
9	Cn1c(=O)c(=O)n(C)c2cc(S(=O)(=O)CCC(=O)Nc3cccc(C(F)(F)F)c3)ccc21	6	0	4	2.0	-3	1	-6	1	-3	6
10	Cc1cccc(-c2nnc(-c3ccccc3)o2)c1	-10	5	-2	-1.0	-3	-4	1	0	3	-5
11	O=C(CCc1ccccc1)NCCSCc1c(F)cccc1Cl	-1	-3	1	1.9	-6	-2	-3	-1	2	3

# This part in full, repeating the preview:
entry	SMILES	mABHD4 FP	TDP2 absorb	Rev-erbA mod	PG9 Ab binder	PRMT1 inh	rCAG RNA binder	LEDGF integ inh	HTRA1 inhibitor	TCR CD3 inh	SIAE primary
1	C=CCNC(=O)c1ccccc1NC(=O)COc1ccccc1	-1	4	2	-0.5	-4	-6	-3	-4	5	0
2	Oc1ccc(/C=N/NC(=S)Nc2cccnc2)cc1	18	-4	4	-1.7	4	1	-2	12	-8	4
3	CCCSc1cc(N2CCN(C)CC2)nc(-c2ccc(OC)cc2)n1	4	5	2	-0.8	4	0	-2	-20	0	4
4	CC(OC(=O)c1ccc(NC(=O)CC#N)cc1)C(=O)NCCC1=CCCCC1 (stereo not given)	-25	-1	-6	-2.4	-2	9	0	-21	13	-25
5	C(#CCN1CCC(Cc2ccccc2)CC1)COCCOCc1ccccc1	8	-7	4	0.5	-2	-5	0	-12	2	-4
6	Cc1ccsc1/C=C(\CC(=O)O)c1nc2ccccc2o1	11	-11	-6	0.2	0	6	-8	-1	1	4
7	O=C(CN(Cc1ccccc1Cl)C(=O)CN1C(=O)CSc2ccccc21)NC1CC1	-6	-16	-4	-1.8	-3	-2	0	4	5	-5
8	CC(=O)Nc1ccc(S(=O)(=O)N2CCN=C2SCc2ccc([N+](=O)[O-])cc2)cc1	-2	-6	1	0.5	-1	5	0	-4	8	-10
9	Cn1c(=O)c(=O)n(C)c2cc(S(=O)(=O)CCC(=O)Nc3cccc(C(F)(F)F)c3)ccc21	6	0	4	2.0	-3	1	-6	1	-3	6
10	Cc1cccc(-c2nnc(-c3ccccc3)o2)c1	-10	5	-2	-1.0	-3	-4	1	0	3	-5
11	O=C(CCc1ccccc1)NCCSCc1c(F)cccc1Cl	-1	-3	1	1.9	-6	-2	-3	-1	2	3
12	O=C(O)c1cccc(N=NN2CCCCCC2)c1	-8	4	2	-1.4	3	1	1	6	4	-2
13	CC#CC(=O)N[C@H]1CC[C@@]23CCCN2C(=O)CCC[C@H]3[C@H]1C	3	-12	-1	.	-2	.	-3	.	.	0
14	Cc1ccc(N(C)S(=O)(=O)c2cc3c(cc2C)NC(=O)CO3)cc1	-22	5	5	2.2	2	3	0	-4	4	-4
15	COc1ccccc1CCNS(=O)(=O)CCNC(=O)c1ccccc1	-1	10	-3	-0.1	0	-8	2	-5	1	2
16	O=S(=O)(Nc1cc(Cl)cc(Cl)c1)N1CCOCC1	6	-10	5	-1.1	-1	2	0	4	7	-5
17	CN1CCCCC1(C)C(=O)NCc1ccc(F)cc1 (stereo not given)	-7	-3	-8	1.1	-2	2	-4	.	-3	-2
18	CC(C)CCNC(=O)c1cc2c(=O)[nH]c3ccccc3c2s1	-1	12	30*	10.0*	-1	3	0	-1	3	-14
19	CN(C)CCCNC(=O)c1cc(C(=O)c2cccc(Cl)c2Cl)c[nH]1	-4	3	1	-1.0	-2	-2	-3	3	0	-3
20	CCC(=O)Nc1cc(SCCO)cc([N+](=O)[O-])c1	0	1	-1	-0.5	-3	-1	-2	-3	2	1
21	CC(CN1CCOCC1)OC(=O)c1cccs1 (stereo not given)	5	9	-1	-0.2	-1	-2	-1	4	3	1
22	Cc1c(Cl)cccc1Nc1nc(NCCO)c2ccccc2n1	7	-8	-1	-1.2	2	0	-1	-19	-11	0
23	Cc1cc(C)c(CN2CCN(Cc3ccc(C)o3)C(CCO)C2)c(-n2cccn2)c1 (stereo not given)	2	-4	2	-1.6	0	-9	-4	3	4	-5
24	CCC(=O)N1CCN(c2nc(CC)nc3sc4c(c23)CCCC4)CC1	0	3	3	0.3	1	-4	1	1	3	-6
25	COCCCNC(=O)CCC(=O)NNc1nc2ccccc2c2nc(C)nn12	-3	-3	0	-1.4	1	-5	-7	9	4	-2

# Next part:
entry	SMILES	mABHD4 FP	TDP2 absorb	Rev-erbA mod	PG9 Ab binder	PRMT1 inh	rCAG RNA binder	LEDGF integ inh	HTRA1 inhibitor	TCR CD3 inh	SIAE primary
26	CC(=O)c1sc(NC(=O)c2cccc(N3C(=O)CCC3=O)c2)nc1-c1ccccc1	6	-5	43*	0.8	2	-1	-1	-2	5	-7
27	NS(=O)(=O)c1cccnc1Nc1cccc(C(F)(F)F)c1	-4	8	5	-0.4	1	2	-1	-4	8	-3
28	COCCNC(=O)C(=O)N/N=C(\C)CC(=O)Nc1ccc2c(c1)OCO2	5	-10	-2	-1.5	2	1	-6	3	-5	6
29	COc1ccc(NC(=O)CN2C(=O)NC(c3ccccc3)(c3ccccc3)C2=O)cc1OC	-2	7	-7	1.1	4	0	-1	-21	1	2
30	CC(C)CCNC(=O)Cc1ccc(Nc2nc(=S)[nH]c3ccccc23)cc1	-22	-5	-4	0.6	6	6	-2	-7	-6	-22
31	COc1ccc(C(=O)N/N=C(\C)CC(=O)NC2CCCCC2)c(OC)c1	-4	7	-2	0.1	-3	-6	2	-7	7	4
32	CNCc1c(C)nn(-c2ccccc2)c1C	0	-6	1	0.2	-5	-3	2	4	-2	-5
33	CCOC(=O)N/N=C(\C)c1ccc(-n2cnnn2)cc1	1	-1	-1	-1.9	1	-4	-2	-1	3	0
34	Cc1cc(C(=O)OCn2nnc3ccccc3c2=O)c(C)n1-c1ccccc1	-10	-7	0	-1.8	-2	-3	0	-35	0	-8
35	Cc1nc(-c2ccc(S(=O)(=O)N3CCCN(CCc4ccccc4)CC3)s2)cs1	-16	-8	0	-2.1	2	-8	-4	.	-5	-2
36	O=C(CSc1nnc(-c2cccnc2)n1-c1ccccc1)Nc1ccccn1	1	5	0	1.3	1	-6	-1	2	4	0
37	CCC(=O)N1CCN(c2ccccc2NC(=S)NC(=O)c2ccco2)CC1	5	0	-5	-3.1	0	-4	-2	3	3	1
38	Cc1ccc(C(=O)N/N=C\C=C\c2ccc(Br)cc2)cn1	3	-7	6	-4.5	-2	2	-1	-3	-3	-33
39	COC(=O)Cc1c(C)c2ccc(OCC(=O)N3CCCC(C)C3)c(C)c2oc1=O (stereo not given)	3	-1	-6	1.6	-1	-7	-3	4	8	4
40	Cc1ccccc1-c1cnc(C(O)c2ccc(Cl)cc2)[nH]1 (stereo not given)	0	3	0	-0.1	-8	1	2	.	4	-4
41	C#CCNC(=O)c1ccc2sc([C@H]3C[C@H](O)[C@@H](CO)O3)nc2c1	6	5	2	-1.6	3	0	-3	.	-4	6
42	CN(Cc1ccccc1)N=Nc1nc[nH]c1C(N)=O	0	-8	-6	-0.4	0	1	4	.	2	1
43	Cc1ccc(-c2nnc(-c3ccccc3)c(N3CCOCC3)n2)cc1	-5	0	-7	-0.6	-2	-5	-3	-1	10	-10
44	O=C(NCCN1CCCCCC1)C1CCCN1S(=O)(=O)c1cccc2nsnc12 (stereo not given)	-8	-20	-8	-1.0	-3	4	2	1	-4	11
45	O=C(NC(=S)NCCN1CCOCC1)c1ccc(Cl)cc1	-7	-13	5	-2.9	-4	-6	-1	2	6	-3
46	Cc1cc(C)c(S(=O)(=O)N2CCC3(CC2)OCCN3S(=O)(=O)c2cccs2)c(C)c1	-5	-5	-4	1.1	3	3	-5	-23	-2	-4
47	Cc1[nH]n(-c2ccccc2)c(=O)c1N=Nc1ccc(C(=O)O)cc1	-3	-13	-1	-0.3	-3	2	-3	6	6	2
48	C[C@H](CO)N1C[C@H](C)[C@@H](CN(C)Cc2ccc3c(c2)OCO3)Oc2c(NC(=O)Cc3ccccc3)cccc2C1=O	-4	1	2	-1.2	0	-1	3	-25	-5	-6
49	O=C(NC1CCCCCCC1)c1cc(COc2ccc3ncccc3c2)on1	-1	8	0	0.9	-4	-3	-1	-15	10	-4
50	CC(c1nnc(SCC(=O)Nc2cccnc2Cl)n1-c1ccccc1)N(C)C (stereo not given)	0	12	-6	0.6	-4	-4	0	1	4	1

# The list continues:
entry	SMILES	mABHD4 FP	TDP2 absorb	Rev-erbA mod	PG9 Ab binder	PRMT1 inh	rCAG RNA binder	LEDGF integ inh	HTRA1 inhibitor	TCR CD3 inh	SIAE primary
51	CCCCNC(=O)CCCCC(=O)N/N=C/c1cccc(Cl)c1	-4	-2	-3	-0.3	-1	1	2	5	-5	7
52	COC(=O)C1=C(N)Oc2c(oc(CO)cc2=O)C1c1ccccc1F (stereo not given)	4	0	0	-3.8	1	1	0	8	1	-2
53	CC(=O)Nc1ccc(C(C#N)=Cc2ccc(N(C)CCC#N)cc2)cc1	1	2	-2	-2.4	-2	4	4	-7	4	-12
54	CCOC(=O)c1c(NC(C)=O)sc2c(OC(C)=O)cccc12	4	-4	0	5.6	1	0	1	5	2	2
55	CCCNC(=O)c1cc(C2CCCCN2S(=O)(=O)c2ccccc2)on1 (stereo not given)	-2	-10	3	-0.6	-2	7	4	.	-1	0
56	CCC(C)NC(=O)C1CC(c2cccc(OC)c2)=NO1 (stereo not given)	3	1	-2	0.5	-2	-5	0	3	2	7
57	C[C@H](CO)N1C[C@H](C)[C@H](CN(C)Cc2cccc(F)c2)Oc2ncc(Br)cc2C1=O	0	4	1	-0.8	-6	1	4	0	7	0

# Only part of the results is shown; count on the stated rates, not on these rows.
